Compound activity from PubChem.
E-sel TNF inh: TNF alpha driven E-selectin expression inhibition; AID 1246; hit rate 0.71% among 120,000; inhibition, % at 2 µM; HUVEC TNFa-induced E-selectin immunofluorescence, high content;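 active means inhibition above the batch mean plus 3 SD, and confirmed as a hit on visual image review, cut at about 43% in these data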;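 further: 0% = TNF-stimulated DMSO wells and 100% = unstimulated control wells; not every result past the cut was called active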
PTEN del growth: PTEN-deleted cell growth suppression | HCT116 PTEN-null viability, CellTiter-Glo, 60 h; stronger effect = lower value | viability, % at 10 µM | hit rate 1.2% among 140,000 | AID 827;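 active means viability at or below a set limit, 4 SD under the median of all tested compounds, cut at about 3.7% in these data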;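 further: PTEN knockout HCT116 line with beta catenin targeted HCT116 as companion control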
Yeast lifespan up: yeast lifespan extension; hit rate 0.68% among 130,000; inhibition of the nicotinamide effect, % at 10 µM; S. cerevisiae growth with nicotinamide, OD615; deaD strain in restrictive glucose medium;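 active means inhibition above a set limit, placed 3 SD over the median of all compounds, cut at about 26% in these data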;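 further: 0% = nicotinamide-treated wells and 100% = cells grown without nicotinamide; some compounds called inactive have numbers as strong as hits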
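Buffer or medium: CSMM-D glucose medium, restrictive; test system: modified budding yeast, DeaD strain; compound: single dose 10 µM compound, 0.25% DMSO; schedule: culture preincubation 4 h, compound exposure 48 h, both 30 °C; detection: optical density (absorbance) at 615 nm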
Phagocytosis inh: macrophage phagocytosis inhibition. J774A.1 macrophage IgG-bead phagocytosis, imaging. inhibition, % at 5 µM. hit rate 0.07% among 110,000. AID 1029;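 active means inhibition above the mean of the plate negative controls plus 5 SD, cut at about 13% in these data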;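 further: phagocytic index as fraction of beads internalized from green versus red external bead signal; plate controls were DMSO negative control for no effect and cytochalasin-D positive control for full effect; some results beyond the cut were filed as inactive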
NPY-Y2 antag: antagonists of human neuropeptide Y receptor Y2; P49146; NPY-Y2 expressing cells, antagonist mode; inhibition, % at 2.7 µM; hit rate 0.99% among 140,000; AID 793; in the data active means inhibition above about 17%;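 further: 0% = vehicle with agonist challenge and 100% = reference antagonist with challenge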
Target sequence (P49146 whole entry, looked up): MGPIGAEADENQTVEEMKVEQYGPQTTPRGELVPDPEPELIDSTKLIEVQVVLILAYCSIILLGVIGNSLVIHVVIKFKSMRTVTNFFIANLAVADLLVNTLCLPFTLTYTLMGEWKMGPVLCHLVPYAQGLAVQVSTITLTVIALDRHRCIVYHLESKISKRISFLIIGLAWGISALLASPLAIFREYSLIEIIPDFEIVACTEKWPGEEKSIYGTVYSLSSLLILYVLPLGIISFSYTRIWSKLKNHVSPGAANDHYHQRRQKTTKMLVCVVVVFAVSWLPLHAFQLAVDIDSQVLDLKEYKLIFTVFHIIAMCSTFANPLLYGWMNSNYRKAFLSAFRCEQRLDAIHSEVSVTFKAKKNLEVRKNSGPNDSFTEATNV
MRP-1 activ: MRP-1 activation. H69AR cells + doxorubicin, viability rescue, CellTiter-Glo. viability increase, % at 10 µM. hit rate 0.61% among 140,000. AID 799;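 active means viability gain under doxorubicin at or above a set limit, the compound median plus 3 SD, cut at about 4.7% in these data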;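 further: MRP-1 overexpressing cells given doxorubicin 25 µM after compound pretreatment; 18-22 h compound pretreatment then 72 h with doxorubicin before readout; 0% = doxorubicin-only wells and 100% = vehicle-treated cells without doxorubicin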
bCat KO growth: beta-catenin-lacking colon tumor cell growth suppression; hit rate 1.5% among 140,000; viability, % at 10 µM; HCT116 beta-catenin knockout viability, CellTiter-Glo, 60 h; stronger effect = lower value;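 active means viability at or under a set limit, the compound median less 4 SD, cut at about 6% in these data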;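 further: 0% = Hyamine 1622 control at 20 µM and 100% = untreated cell control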
Measles CPE: protection of cells from measles virus; Measles virus-infected cells, CPE protection, absorbance; hit rate 1.5% among 140,000; AID 841; protection (pct of control), % at 4 µM; in the data active means protection mostly above about 24%, no sharp cut-off; inactive means mostly below about 26%; further: some compounds called inactive have numbers as strong as hits
Yeast growth inh: yeast BB579 growth reduction in restrictive medium. hit rate 0.51% among 140,000. inhibition, % at 10 µM. S. cerevisiae BB579 growth, OD615, 48 h;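 active means inhibition above a set limit, 3 SD over the mean compound inhibition, cut at about 44% in these data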; further: inactives centre near -24
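Test system: Saccharomyces cerevisiae DeaD strain BB579, replicative lifespan model yeast | Buffer or medium: Restrictive CSMM-D medium | Doses: One dose, 10 µM compound with 0.25% DMSO | Incubation: 48 h exposure, 30 °C | Detection: Culture absorbance at 615 nm | Control set: Amphotericin B at 10 µg/mL as positive control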
GALR2 blocker: blocks the human galanin receptor 2; O43603; GALR2-expressing cells, antagonist mode; inhibition, % at 4 µM; hit rate 0.39% among 140,000; AID 828; in the data active means inhibition above about 27%;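 further: cells stimulated with galanin 1-16 at roughly its EC80; 0% = agonist challenge control and 100% = basal control without agonist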
Target sequence (O43603 whole entry, looked up): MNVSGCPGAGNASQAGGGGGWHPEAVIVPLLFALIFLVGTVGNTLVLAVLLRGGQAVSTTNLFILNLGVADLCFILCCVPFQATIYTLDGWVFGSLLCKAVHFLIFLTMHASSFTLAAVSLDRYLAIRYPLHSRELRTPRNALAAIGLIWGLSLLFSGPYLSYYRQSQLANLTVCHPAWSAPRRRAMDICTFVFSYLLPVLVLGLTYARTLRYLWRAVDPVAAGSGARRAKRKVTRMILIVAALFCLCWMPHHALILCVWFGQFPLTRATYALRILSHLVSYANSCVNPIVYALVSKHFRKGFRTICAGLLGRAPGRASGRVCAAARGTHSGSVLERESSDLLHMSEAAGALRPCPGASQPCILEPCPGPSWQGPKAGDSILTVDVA
* marks the source's active call; other numbers are inactive results; · = not tested or not shown.

SMILES	E-sel TNF inh	PTEN del growth	Yeast lifespan up	Phagocytosis inh	NPY-Y2 antag	MRP-1 activ	bCat KO growth	Measles CPE	Yeast growth inh	GALR2 blocker
CC(C)OC(=O)CCC1(C(=O)O)CCC(=O)NC1 (stereo unspecified)	·	91	-16	0	0	-1.0	96	28	7	2
CCc1ccc(/C=C2/SC(=S)N(CC(=O)Nc3nc4ccccc4s3)C2=O)cc1	2	82	-2	·	0	2.7	86	8	-55	-6
CCOCCCNC(=S)NCCNc1nc2c(C)cccc2cc1C#N	25	84	-20	0	3	-0.2	80	6	-47	-10
CC(=O)c1ccccc1NS(=O)(=O)c1c(C)nn(-c2ccccc2)c1C	-4	67	4	·	5	0.0	62	4	-28	1
O=C(CCS(=O)(=O)Cc1ccccc1F)NCCCN1CCCCC1	·	94	-16	-1	-1	-0.2	85	6	-17	13
C/C(=N\Oc1cccc(F)n1)c1ccc(Cl)cc1Cl	8	74	-10	-2	7	0.5	71	0	-22	-16
CCCc1nccn1S(=O)(=O)c1cc(OC)ccc1OC	-16	98	-5	0	1	-0.3	97	33	-61	-5
O=C(CNCC1CCCO1)Nc1ccc(N2CCCCCC2)cc1 (stereo unspecified)	-9	86	-18	-2	-1	-1.1	88	20	-6	8
CC(=O)Nc1ccc(NC(=O)c2ccc(NS(=O)(=O)c3cc(C(C)(C)C)cc(C)c3C)cc2)cc1	-3	34	3	-1	1	-5.7	68	2	-42	8
CC(C)NC(=O)c1ccc(-c2cccc(C(F)(F)F)c2)o1	-4	95	-12	·	2	0.8	93	30	-2	-11
Cc1cccc(N(C)S(=O)(=O)c2ccc3c(c2)CCC(=O)N3)c1	-9	92	-6	0	-1	-3.4	92	3	-25	4
COc1ccc(-n2ncc3c(N4CCC(C(N)=O)CC4)ncnc32)cc1	-21	65	-14	·	1	-1.0	58	9	-24	6
O=[N+]([O-])c1ccc(N2CCN(S(=O)(=O)c3ccc(Cl)cc3)CC2)cc1NCc1cccnc1	0	87	-3	0	-2	-0.8	88	7	-33	-6
Cc1cc(C)c2c(C)c(C(=O)NCc3ccncc3)oc2c1	-20	85	·	·	2	-2.4	70	3	-52	4
CC1(C)Cc2ccccc2-c2c1c(=O)n(Cc1ccccc1)c1nnnn21	0	78	·	·	0	-0.4	84	2	-45	-1
CS(=O)(=O)N(Cc1ccc(C(=O)NN=C2CCCCCC2)cc1)c1ccccc1	-5	97	6	-9	15	-2.4	95	3	-28	20
COc1ccccc1N1CCN(c2cc(=O)n(-c3ccccc3Cl)c(=O)[nH]2)CC1	-1	86	-11	-3	1	-0.3	106	23	9	6
COc1ccc(CCN2C(=NC(=O)CCC(=O)O)SC3CS(=O)(=O)CC32)cc1OC (stereo unspecified)	1	112	4	-2	1	0.3	103	33	-58	13
Cc1ccc(NCc2nnc(SCC(=O)c3ccccc3)o2)c(C)c1	-11	86	-13	-1	7	-1.4	94	2	-36	-17
CCOC(=O)c1[nH]c(COC(=O)CCOc2ccccc2OC)c(C(=O)OCC)c1C	-3	82	-12	·	2	2.0	81	6	-44	-6
Cc1ccnc(SCCn2c(N3CC(C)CC(C)C3)nc3c2c(=O)n(C)c(=O)n3C)n1 (stereo unspecified)	·	83	0	0	-2	-0.2	83	1	-13	7
CCCCC(c1nnnn1Cc1ccco1)N1CCN(C(=O)c2ccco2)CC1 (stereo unspecified)	·	89	-11	-2	6	-2.9	97	39	-24	-21
COc1ccc(Cc2nnc(NC(=O)c3c(-c4ccccc4)noc3C)s2)cc1	10	93	18	-1	3	3.0	99	8	-37	-5
CCC(CC)c1nc(NCCC(=O)O)c2ccccc2n1	-5	90	-1	-1	0	-0.1	79	15	5	5
O=S1(=O)CC2N=C(N(Cc3ccc(F)cc3Cl)c3ccccc3F)SC2C1 (stereo unspecified)	-9	82	1	-11	3	-1.7	81	34	-32	-28

Two compounds picked at random from the list so far, as already listed:
SMILES	E-sel TNF inh	PTEN del growth	Yeast lifespan up	Phagocytosis inh	NPY-Y2 antag	MRP-1 activ	bCat KO growth	Measles CPE	Yeast growth inh	GALR2 blocker
CCCCC(c1nnnn1Cc1ccco1)N1CCN(C(=O)c2ccco2)CC1 (stereo unspecified)	·	89	-11	-2	6	-2.9	97	39	-24	-21
O=S1(=O)CC2N=C(N(Cc3ccc(F)cc3Cl)c3ccccc3F)SC2C1 (stereo unspecified)	-9	82	1	-11	3	-1.7	81	34	-32	-28

Remaining list, next part
SMILES	E-sel TNF inh	PTEN del growth	Yeast lifespan up	Phagocytosis inh	NPY-Y2 antag	MRP-1 activ	bCat KO growth	Measles CPE	Yeast growth inh	GALR2 blocker
CCOc1ccc(OCC(=O)N2CCOCC2)cc1	7	106	-6	-1	3	-0.3	99	5	-11	11
CC1CCCCN1CCNC(=O)C1CCN(S(=O)(=O)N2CCCCC2)CC1 (stereo unspecified)	·	87	-5	·	2	-1.1	97	5	-74	3
O=C(CCc1ccccc1)n1nc(-c2ccccc2)nc1NCc1ccco1	-28	100	·	·	3	-0.6	99	11	-30	-6
CC1=CC(C)(C)N(S(=O)(=O)c2ccc(C)cc2)c2cc(C)ccc21	16	14	11	4	16	-2.2	11	4	-22	16
COC(=O)c1ccc(NC(=O)C(=O)N2CCN(C(=S)Nc3ccc(C)cc3)CC2)cc1	9	97	1	-12	0	1.4	91	12	-15	-14
CC(C)(C)C(=O)CSc1nccc(=O)[nH]1	·	90	-12	0	1	-0.2	100	15	28	17
CCC(=O)N1CCc2cc(S(=O)(=O)CCC(=O)O)ccc21	·	115	11	0	3	0.6	109	6	-38	-4
CCOc1ccc(S(=O)(=O)Nc2ccc(C(=O)N/N=C/c3c(C)nn(-c4ccccc4)c3N3CCCC3)cc2)cc1	·	85	2	-1	0	-1.4	91	8	-20	-6
Cc1cccc(CSc2nnc(C)c(=O)n2N)c1	·	96	3	-7	0	-0.6	95	10	5	11
Cc1ccc(NC(=S)NC(NC(=O)c2ccccc2)C(Cl)(Cl)Cl)c(C)c1 (stereo unspecified)	40	19	-1	-7	5	-2.7	29	3	-9	7
O=C(Cn1c(=O)oc2cc(S(=O)(=O)N3CCCCCC3)ccc21)NC1CCCCCCC1	4	85	-4	0	0	-5.3	89	25	1	13
O=C(N/N=C/c1ccc(Br)o1)c1cccnc1	0	100	0	-12	2	-2.2	92	15	-13	7
O=C1CSC(c2ccccn2)N1Cc1cn2ccccc2n1 (stereo unspecified)	0	79	5	-1	-1	-1.2	79	7	-90	7
CCOc1ccc(NC(=O)CN(Cc2ccccc2)S(C)(=O)=O)cc1	7	105	·	·	1	0.9	90	6	5	-3
O=C(NCCc1ccccc1)C1CCN(S(=O)(=O)N2CCC3(CC2)OCCO3)CC1	-24	88	-15	-1	5	-0.6	87	3	-17	-5
Cc1cc(NC(=O)CSc2nc3ccsc3c(=O)n2NC(=O)c2ccccc2)no1	-16	95	·	·	2	2.9	93	12	-41	-4
CC1CCCCN1S(=O)(=O)c1ccc2c(c1)CCN2C(=O)C1CCC1 (stereo unspecified)	-1	72	-5	·	7	-1.6	80	12	2	-3
COC(=O)C1C(O)=C(C=NC2CCCCC2)C(=O)CC1(C)C (stereo unspecified)	-10	103	-3	0	0	-0.2	104	10	-7	-1
Cc1ccc(SC(C)c2nc(-c3ccncc3)no2)cc1 (stereo unspecified)	-12	33	-12	·	0	-0.2	35	3	-2	0
Nc1ccc(N2CCN(CCCCN3C(=O)C4CCCN4C3=O)CC2)cc1 (stereo unspecified)	·	99	12	3	3	-0.4	93	17	-16	7
CCCCNC(=S)NNC(=O)C12CC3CC(CC(C3)C1)C2	19	96	-2	-2	2	-3.7	91	7	-12	-3
CCOc1ccccc1NC(=O)C(OC(=O)c1ccc(O)cc1)c1ccccc1 (stereo unspecified)	·	22	7	-10	5	-3.1	34	29	-39	-15

Ordered by formula weight (lowest first): some entries from above
SMILES	E-sel TNF inh	PTEN del growth	Yeast lifespan up	Phagocytosis inh	NPY-Y2 antag	MRP-1 activ	bCat KO growth	Measles CPE	Yeast growth inh	GALR2 blocker
CC(C)OC(=O)CCC1(C(=O)O)CCC(=O)NC1 (stereo unspecified)	·	91	-16	0	0	-1.0	96	28	7	2
Cc1cccc(CSc2nnc(C)c(=O)n2N)c1	·	96	3	-7	0	-0.6	95	10	5	11
C/C(=N\Oc1cccc(F)n1)c1ccc(Cl)cc1Cl	8	74	-10	-2	7	0.5	71	0	-22	-16
CCCCNC(=S)NNC(=O)C12CC3CC(CC(C3)C1)C2	19	96	-2	-2	2	-3.7	91	7	-12	-3
CCCc1nccn1S(=O)(=O)c1cc(OC)ccc1OC	-16	98	-5	0	1	-0.3	97	33	-61	-5
CC1(C)Cc2ccccc2-c2c1c(=O)n(Cc1ccccc1)c1nnnn21	0	78	·	·	0	-0.4	84	2	-45	-1
CC1CCCCN1S(=O)(=O)c1ccc2c(c1)CCN2C(=O)C1CCC1 (stereo unspecified)	-1	72	-5	·	7	-1.6	80	12	2	-3
CC(=O)c1ccccc1NS(=O)(=O)c1c(C)nn(-c2ccccc2)c1C	-4	67	4	·	5	0.0	62	4	-28	1
Nc1ccc(N2CCN(CCCCN3C(=O)C4CCCN4C3=O)CC2)cc1 (stereo unspecified)	·	99	12	3	3	-0.4	93	17	-16	7
CCOCCCNC(=S)NCCNc1nc2c(C)cccc2cc1C#N	25	84	-20	0	3	-0.2	80	6	-47	-10
CC1CCCCN1CCNC(=O)C1CCN(S(=O)(=O)N2CCCCC2)CC1 (stereo unspecified)	·	87	-5	·	2	-1.1	97	5	-74	3
CS(=O)(=O)N(Cc1ccc(C(=O)NN=C2CCCCCC2)cc1)c1ccccc1	-5	97	6	-9	15	-2.4	95	3	-28	20
CCc1ccc(/C=C2/SC(=S)N(CC(=O)Nc3nc4ccccc4s3)C2=O)cc1	2	82	-2	·	0	2.7	86	8	-55	-6
Cc1cc(NC(=O)CSc2nc3ccsc3c(=O)n2NC(=O)c2ccccc2)no1	-16	95	·	·	2	2.9	93	12	-41	-4
